High-throughput results deposited in PubChem by several laboratories.
ABCG2 block: inhibitors of human ABCG2 transporter, ABCB1 counter-screen | IgMXP3 cells, JC-1 efflux, flow cytometry | inhibition, % at 6.6 µM | 190,000 compounds, 0.1% hits;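 active = inhibition above 80%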;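 also: 0% = DMSO and 100% = nicardipine control wells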
Target sequence (Q9UNQ0 whole entry, looked up): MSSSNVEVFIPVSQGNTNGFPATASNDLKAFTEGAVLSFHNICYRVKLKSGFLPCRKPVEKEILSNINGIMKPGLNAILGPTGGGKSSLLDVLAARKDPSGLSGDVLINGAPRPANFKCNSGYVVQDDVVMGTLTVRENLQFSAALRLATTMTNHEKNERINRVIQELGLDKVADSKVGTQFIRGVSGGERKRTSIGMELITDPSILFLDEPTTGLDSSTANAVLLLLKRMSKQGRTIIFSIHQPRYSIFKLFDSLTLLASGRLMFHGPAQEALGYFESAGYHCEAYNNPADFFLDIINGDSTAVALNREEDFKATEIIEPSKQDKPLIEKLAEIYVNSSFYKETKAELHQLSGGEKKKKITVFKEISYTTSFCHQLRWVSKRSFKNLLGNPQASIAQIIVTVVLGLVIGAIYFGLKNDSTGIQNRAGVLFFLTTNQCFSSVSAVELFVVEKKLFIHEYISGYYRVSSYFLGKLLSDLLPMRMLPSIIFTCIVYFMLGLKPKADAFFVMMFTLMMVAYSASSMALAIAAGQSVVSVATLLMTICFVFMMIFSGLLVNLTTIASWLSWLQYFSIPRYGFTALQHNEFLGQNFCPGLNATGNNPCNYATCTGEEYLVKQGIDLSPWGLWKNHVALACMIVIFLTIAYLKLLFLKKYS
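Test system: IgMXP3 (ABCG2) plus far-red-tagged CCRF-Adr (ABCB1) cells. Reagent: JC-1 dye as substrate. Timing: 10 min exposure at 25 °C with rotation, no wash. Measured by: flow cytometric JC-1 green MFI at 530 nm. Read-out: percent efflux inhibition, scaled nicardipine 100% to DMSO 0%. Control set: nicardipine and DMSO wells.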
RGS4-Gao reg: modulates binding of RGS4 to human Galphao; P09471; Multiplexed bead flow cytometry; actives lie on both sides; binding response (% of control), % at 10 µM; 220,000 compounds, 0.33% hits; AID 1415; in the data active = binding response below about 49% or above about 150%; inactive = in between;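 also: fluorescent Galphao activated with aluminum fluoride binding bead-coupled RGS4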
Mcl1 Bid PPI: disrupts binding of human Mcl-1 to Bid peptide | AID 1021 | 220,000 compounds, 0.97% hits | TR-FRET Mcl-1/Bid-Dy647 peptide binding, 1536-well | inhibition, % at 21.7 µM;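 active = compounds that cut the binding signal by more than half at the single screening dose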;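 also: His-tagged Mcl-1 with europium anti-His antibody binding Bid BH3 peptide; 0% = Mcl-1 plus peptide wells and 100% = peptide-only wells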
Target sequence (Q07820 whole entry, looked up): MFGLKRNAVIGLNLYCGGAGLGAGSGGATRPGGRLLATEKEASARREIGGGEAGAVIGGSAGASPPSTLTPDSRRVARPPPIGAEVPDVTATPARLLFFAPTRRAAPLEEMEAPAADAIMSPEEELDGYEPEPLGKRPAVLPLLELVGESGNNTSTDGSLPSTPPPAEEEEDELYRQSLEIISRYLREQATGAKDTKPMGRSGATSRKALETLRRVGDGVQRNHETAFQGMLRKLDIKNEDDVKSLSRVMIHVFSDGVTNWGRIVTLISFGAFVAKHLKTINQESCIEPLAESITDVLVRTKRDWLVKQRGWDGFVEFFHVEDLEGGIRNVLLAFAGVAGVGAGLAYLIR
Bim-Mcl-1: human Bim-Mcl-1 interaction inhibition | Q07820 | Bead-based flow cytometry, Bim peptide-Mcl-1 binding | inhibition, % at 10 µM | 190,000 compounds, 0.1% hits; in the data active = inhibition above about 40%;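 also: 0% = no compound tracer wells and 100% = peptide blocker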
Avidin fluor: compound fluoresces at 488/530 nm on avidin beads; compound fluorescence 488/530 nm, flow cytometry; active compounds read high; fluorescence (KMESF) at 10 µM; 220,000 compounds, 0.38% hits; in the data active = fluorescence above about 47; also: inactives centre near 10
Pf gametocyte: kills late stage P. falciparum gametocytes | inhibition, % at 10.9 µM | P. falciparum stage V gametocytes, ATP luminescence, 24 h | 150,000 compounds, 0.065% hits | AID 743093;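 active = inhibition above the mean plus 3 SD of compounds within the control limits, set per campaign, cut at about 38% in these data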;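 also: 0% = DMSO wells and 100% = medium only without gametocytes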
GSH bead fluor: GSH bead compound fluorescence profile; GSH beads flow cytometry, compound fluorescence 488/530 nm; active compounds read high; 190,000 compounds, 0.25% hits; fluorescence (KMESF) at 10 µM; in the data active = fluorescence above about 89;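 also: glutathione beads carrying GST-tagged Bcl family fusion proteins plus one bare bead set; values are compound well signal with DMSO vehicle wells as background; inactives centre near 16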
RGS7-Gao reg: modulates binding of RGS7 to human Galphao | Multiplexed bead flow cytometry; actives lie on both sides | binding response (% of control), % at 10 µM | P09471 | 220,000 compounds, 0.35% hits; in the data active = binding response below about 49% or above about 150%; inconclusive = no clear call, values can overlap the other calls; inactive = in between;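 also: fluorescent Galphao held in activated GDP-AlF4 state binding bead-coupled RGS7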
RGS8-Gao: human RGS8-Galphao interaction regulation | multiplexed bead flow cytometry, RGS8-Galphao binding; actives lie on both sides | 220,000 compounds, 0.34% hits | P09471 | response (percent of control binding), % at 10 µM; in the data active = response below about 60% or above about 140%; inactive = in between;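 also: Galphao activated as the GDP aluminium fluoride complex binding bead-coupled RGS8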
Mcl1-Noxa inh: disrupts binding of human Mcl-1 to Noxa peptide; Q07820; TR-FRET Mcl-1/Noxa peptide binding, 2 h; inhibition, % at 21.7 µM; 220,000 compounds, 1.5% hits; AID 1022;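 active = compounds that cut the protein-peptide binding signal by more than 50% relative to plate controls in a single-dose test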;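 also: His-tagged Mcl-1 with rhodamine Noxa BH3 peptide and terbium anti-His antibody; 0% = Mcl-1 plus Noxa peptide wells and 100% = peptide-only wells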
ABCB1 inh: blocks JC-1 efflux by human ABCB1 transporter | P08183 | CCRF-Adr cells, flow cytometry | inhibition, % at 6.6 µM | AID 1326 | 190,000 compounds, 0.067% hits; in the data active = inhibition above about 40%;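 also: 0% = vehicle and 100% = reference inhibitor; higher value means more JC-1 retained so stronger ABCB1 efflux block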
Starred values were filed as active, the others as inactive; ? = inconclusive; . = no result given.

SMILES	ABCG2 block	RGS4-Gao reg	Mcl1 Bid PPI	Bim-Mcl-1	Avidin fluor	Pf gametocyte	GSH bead fluor	RGS7-Gao reg	RGS8-Gao	Mcl1-Noxa inh	ABCB1 inh
CSc1cccc(NC(=O)C(C)NS(=O)(=O)c2ccc(F)cc2)c1 (stereo not given)	5	101	-18	0	9	-10	11	95	102	4	0.6
Clc1ccc(-c2nn3cnnc3s2)c(Cl)c1	2	99	5	0	4	.	45	100	101	26	0.1
CCCc1c(C)nc2ccc(OC)cc2c1SCCC(=O)O	4	82	-15	-7	11	-7	18	98	94	6	0.0
CCC(C)(C)NC(=O)/C=C/c1cnc2ccccc2n1	28	98	-23	-3	14	.	5	98	102	13	0.5
COC(=O)c1ccc(Nc2cc(C)nc3nc(C)nn23)cc1	4	99	-2	5	4	.	9	97	91	-1	0.0
O=C(Nc1ccc(NC(=O)C2CC2)nc1)c1ccncc1	2	101	0	-3	23	-13	13	96	101	11	0.4
CC(C)CC(C(=O)O)N1C(=O)[C@@H]2[C@H](C1=O)[C@@H]1C[C@H]2C(Br)C1Br (stereo not given in full)	1	99	-19	-4	2	-7	10	101	84	9	0.1
COc1cccc(Cn2nnc(C(=O)NCc3ccc4c(c3)OCO4)c2N)c1	14	95	-14	-2	9	-14	14	88	96	0	0.5
COC(=O)C1=C(C)N(Cc2ccco2)C(=O)N[C@H]1c1ccccc1	5	103	-14	0	10	.	18	100	106	-4	1.6
CCOc1ccc(NC(=O)CSc2nnc(Cn3cnc4ccccc43)n2C)cc1	11	98	-4	-5	8	7	62	99	101	16	0.1
CCn1c(CNC(=O)c2ccc(OC)c(OC)c2)nnc1SCC(=O)c1ccc(OC)cc1	15	100	-13	0	12	-36	36	100	100	8	0.7
Cc1ccc(-c2c[nH]c(=S)n2-c2ccccc2F)cc1	0	92	-25	-3	19	-13	6	99	96	-13	-0.3
Fc1ccc(-c2nc3ccccn3c2NCc2ccc3c(c2)OCO3)cc1	3	105	-24	1	24	.	12	106	107	10	0.5
CCC1CCCCN1C(=O)Cn1nc([N+](=O)[O-])c(Cl)c1C (stereo not given)	9	102	9	0	8	.	17	105	101	6	0.4
COCCn1c(SCC(=O)N2CCc3ccccc3C2)nc2cc(Cl)ccc2c1=O	26	101	-17	-1	13	.	3	101	102	1	33
Cc1cc(C(=O)COC(=O)c2nccnc2N)c(C)n1C	7	97	-40	0	25	5	12	98	100	26	1.2
Cc1ccc(C)n1NC(=O)c1ccccc1[N+](=O)[O-]	0	103	-54	0	10	.	11	?	103	-7	0.7
Cc1csc(SCC(=O)NC23CC4CC(CC(C4)C2)C3)n1	3	102	-26	0	9	.	7	104	101	8	0.9
Nn1c(=O)[nH]c2ccccc2c1=O	1	93	-1	1	9	.	17	98	110	6	0.0
CCOc1ccc(NC(=O)CSc2nc(N)c(-c3ccccc3)c(=O)[nH]2)cc1	0	98	-32	0	34	-6	10	106	102	-2	0.3

Entries of single compounds, looked up by structure.
Profile of `Fc1ccc(-c2nc3ccccn3c2NCc2ccc3c(c2)OCO3)cc1` : ABCG2 block = 3; RGS4-Gao reg = 105; Mcl1 Bid PPI = -24; Bim-Mcl-1 = 1; Avidin fluor = 24; Pf gametocyte = .; GSH bead fluor = 12; RGS7-Gao reg = 106; RGS8-Gao = 107; Mcl1-Noxa inh = 10; ABCB1 inh = 0.5
Profile of `Clc1ccc(-c2nn3cnnc3s2)c(Cl)c1` : ABCG2 block = 2; RGS4-Gao reg = 99; Mcl1 Bid PPI = 5; Bim-Mcl-1 = 0; Avidin fluor = 4; Pf gametocyte = .; GSH bead fluor = 45; RGS7-Gao reg = 100; RGS8-Gao = 101; Mcl1-Noxa inh = 26; ABCB1 inh = 0.1
Profile of `CCn1c(CNC(=O)c2ccc(OC)c(OC)c2)nnc1SCC(=O)c1ccc(OC)cc1` : ABCG2 block = 15; RGS4-Gao reg = 100; Mcl1 Bid PPI = -13; Bim-Mcl-1 = 0; Avidin fluor = 12; Pf gametocyte = -36; GSH bead fluor = 36; RGS7-Gao reg = 100; RGS8-Gao = 100; Mcl1-Noxa inh = 8; ABCB1 inh = 0.7

Part of the list above in another layout.
Structure: COC(=O)c1ccc(Nc2cc(C)nc3nc(C)nn23)cc1
  ABCG2 block: 4
  RGS4-Gao reg: 99
  Mcl1 Bid PPI: -2
  Bim-Mcl-1: 5
  Avidin fluor: 4
  Pf gametocyte: .
  GSH bead fluor: 9
  RGS7-Gao reg: 97
  RGS8-Gao: 91
  Mcl1-Noxa inh: -1
  ABCB1 inh: 0.0

Structure: O=C(Nc1ccc(NC(=O)C2CC2)nc1)c1ccncc1
  ABCG2 block: 2
  RGS4-Gao reg: 101
  Mcl1 Bid PPI: 0
  Bim-Mcl-1: -3
  Avidin fluor: 23
  Pf gametocyte: -13
  GSH bead fluor: 13
  RGS7-Gao reg: 96
  RGS8-Gao: 101
  Mcl1-Noxa inh: 11
  ABCB1 inh: 0.4

Following part
SMILES	ABCG2 block	RGS4-Gao reg	Mcl1 Bid PPI	Bim-Mcl-1	Avidin fluor	Pf gametocyte	GSH bead fluor	RGS7-Gao reg	RGS8-Gao	Mcl1-Noxa inh	ABCB1 inh
O=C(Nc1ccc(OC(=O)c2ccco2)cc1)c1ccco1	18	102	-25	-6	22	13	26	100	101	-2	0.6
C=CCC(C(=O)OC)(C(=O)OC)c1ccccc1[N+](=O)[O-]	5	96	-18	-1	9	1	17	94	100	16	0.3
O=C(O)c1ccccc1/C=N/NC(=S)NC1CCCCC1	.	99	-57	.	.	-4	.	?	99	-13	.
CC(C)=CCN1CCNC(=O)C1CC(=O)NCc1nc(C)c(C)s1 (stereo not given)	4	100	-22	0	8	-8	9	95	101	-5	0.2
C=CCOc1nc(-c2ccccc2Cl)nc2ccccc12	.	102	-22	.	7	-12	.	?	100	7	.
COc1ccc(NS(=O)(=O)c2ccc3c(c2)oc(=O)n3C)c(OC)c1	0	106	-18	0	8	.	18	107	104	13	-0.7
CCOC(=O)N1CCN(CC(=O)Nc2cccc(Br)c2)CC1	3	104	4	-4	10	.	28	102	104	.	1.6
c1ccc2c3c(cc(N4CCOCC4)c2c1)OC1(N2CCOCC2)CCCCC1O3 (stereo not given)	4	98	-25	0	12	2	24	98	100	-8	0.9
CCc1nnc(NC(=O)CSc2nnc(-c3ccco3)n2C)s1	3	100	-1	-1	7	.	17	102	106	7	0.6
N#CNC(=Nc1cccc(F)c1)SCc1ccccc1	1	96	-1	-2	1	3	12	97	94	0	0.7
O=C(CSc1nc(C2CCCCC2)nc2ccccc12)N1CCCC1	4	96	-1	1	11	2	21	99	98	7	2.0
Cc1cc(C)c(C#N)c(Nc2ccccc2Cl)n1	1	100	-23	-6	10	-15	15	95	101	-10	-0.1
O=C(NC(=S)Nc1c(Cl)ccc2nsnc12)c1ccco1	-7	100	-42	-4	14	-6	11	99	101	25	-0.9
Cn1nnnc1SCc1c(F)cccc1F	4	100	-23	-1	12	3	38	101	101	0	-0.6
CCCN1CCN(c2ncnc3c2nnn3Cc2ccccc2)CC1	0	101	-1	-1	2	-15	54	98	93	-3	0.5
CNc1ncc(C(=O)C(C)(C)C)s1	2	102	10	2	7	.	29	102	100	-6	0.4
CCOC(=O)C(NC(=O)NCc1cccc(C(F)(F)F)c1)(OCC)C(F)(F)F (stereo not given)	7	89	-5	-4	2	9	9	87	72	-4	0.6
Cc1sc(NC(=O)Cc2ccc3c(c2)OCO3)nc1-c1ccc2c(c1)CCN2C(=O)c1ccccc1F	8	96	-46	-4	17	-4	10	97	99	-10	.
Cc1ccc(C)c(N2CCN(C(=O)Cn3cccc3)CC2)c1	3	95	-33	1	9	.	11	98	99	5	0.5
CSc1cccc(NC(=O)CN(C2CCCCC2)S(C)(=O)=O)c1	2	101	-21	0	35	.	13	95	103	10	0.7
CSc1cccc(NC(=O)CN(c2ccccc2)S(=O)(=O)N(C)C)c1	2	81	-45	-1	24	.	8	84	99	15	0.4
O=S(=O)(CCN1C=CC(C(F)(F)F)=NCC1)c1ccc(Cl)cc1Cl	.	103	-3	.	6	-3	.	?	101	9	.
CCOC(=O)c1c(-c2ccc(C)c(C)c2)csc1NC(=O)C1CC=CCC1C(=O)O (stereo not given)	2	102	10	1	10	-43	15	102	104	2	0.5
CC1CCc2nc3ccc(S(=O)(=O)N4CCC(C(=O)N5CCCCCC5)CC4)cc3c(C(=O)O)c2C1 (stereo not given)	21	105	-6	3	10	8	9	109	103	17	1.9
CCOC(=O)c1cnn(-c2nc(C)cc(C)n2)c1N	4	99	-26	2	13	.	8	100	104	-1	0.3
CC(C)NS(=O)(=O)c1ccc(OCC(=O)NC(C)c2ccccc2)cc1 (stereo not given)	15	102	-15	12	11	-8	11	109	103	11	0.6
O=C(O)c1ccccc1-c1csc(-c2ccccc2)n1	5	102	11	1	9	9	14	96	101	19	0.7
CN(C)c1ccc(/C=N/c2cc(-c3ccccc3)nn2-c2ccccc2)cc1	2	101	-14	-3	9	.	46	105	106	-4	0.9
C/C(=N\NC(=S)NC1CCCCC1)c1c(F)cccc1F	29	102	-62	-4	29	-24	15	113	101	4	-0.1
Cc1csc(NC(=O)C2CCC(C)(C(=O)O)C2(C)C)n1 (stereo not given)	2	100	-18	-3	10	24	11	100	99	6	0.3
O=C(NNC(=O)C1CC(c2cccs2)=NO1)NC1CCCCC1 (stereo not given)	0	98	-14	-1	21	.	13	97	98	24	0.1
O=C(COC(=O)c1ccccc1NC(=O)c1ccco1)NC1CCS(=O)(=O)C1 (stereo not given)	0	103	-9	0	25	.	13	99	104	2	0.1
CCNC(=O)C1CC(=O)N(Cc2ccc3c(c2)OCO3)C(=Nc2ccc(OCC)cc2)S1 (stereo not given)	0	101	-26	2	8	.	16	103	103	10	0.1
Cc1nn(C)c(Cl)c1CN1CCN(C2CCCCC2)C(CCO)C1 (stereo not given)	1	100	-11	-5	9	4	9	97	101	-8	0.5

5 compounds drawn at random from the list so far, as already listed:
SMILES	ABCG2 block	RGS4-Gao reg	Mcl1 Bid PPI	Bim-Mcl-1	Avidin fluor	Pf gametocyte	GSH bead fluor	RGS7-Gao reg	RGS8-Gao	Mcl1-Noxa inh	ABCB1 inh
Cc1sc(NC(=O)Cc2ccc3c(c2)OCO3)nc1-c1ccc2c(c1)CCN2C(=O)c1ccccc1F	8	96	-46	-4	17	-4	10	97	99	-10	.
CSc1cccc(NC(=O)CN(c2ccccc2)S(=O)(=O)N(C)C)c1	2	81	-45	-1	24	.	8	84	99	15	0.4
c1ccc2c3c(cc(N4CCOCC4)c2c1)OC1(N2CCOCC2)CCCCC1O3 (stereo not given)	4	98	-25	0	12	2	24	98	100	-8	0.9
N#CNC(=Nc1cccc(F)c1)SCc1ccccc1	1	96	-1	-2	1	3	12	97	94	0	0.7
CCCc1c(C)nc2ccc(OC)cc2c1SCCC(=O)O	4	82	-15	-7	11	-7	18	98	94	6	0.0
